USP2a block = USP2a (human) protease inhibition. 330,000 tested, 0.01% active. Potency, µM (series often up to 38.3 µM), for the others: top-dose activity change, negative = inhibition, usual class: inhibitors. AID 463254. USP2 core, Ub-CHOP2 coupled fluorogenic reporter, 485/531;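 further: potency means the concentration at half of the fitted maximal effect; plate controls were DMSO wells for no effect and full inhibition by NEM control for full effect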
Target sequence (O75604 whole entry, looked up): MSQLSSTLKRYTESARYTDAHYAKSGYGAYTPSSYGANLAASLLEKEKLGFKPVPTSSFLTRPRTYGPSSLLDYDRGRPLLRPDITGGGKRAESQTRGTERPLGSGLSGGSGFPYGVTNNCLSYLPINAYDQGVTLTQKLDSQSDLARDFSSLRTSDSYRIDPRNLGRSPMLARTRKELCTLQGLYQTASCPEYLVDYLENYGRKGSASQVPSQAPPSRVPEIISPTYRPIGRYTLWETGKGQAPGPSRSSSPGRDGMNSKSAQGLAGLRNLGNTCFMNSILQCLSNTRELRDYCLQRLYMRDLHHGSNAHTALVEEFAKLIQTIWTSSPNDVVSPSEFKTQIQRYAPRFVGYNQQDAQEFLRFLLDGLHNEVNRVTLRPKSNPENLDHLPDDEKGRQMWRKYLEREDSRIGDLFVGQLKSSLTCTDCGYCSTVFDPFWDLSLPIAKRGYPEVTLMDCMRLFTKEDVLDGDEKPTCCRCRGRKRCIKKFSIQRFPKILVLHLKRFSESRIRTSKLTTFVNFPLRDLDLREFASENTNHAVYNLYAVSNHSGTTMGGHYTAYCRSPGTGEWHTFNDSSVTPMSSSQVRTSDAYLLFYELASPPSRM
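USP2 core (10nM final) preincubated 30min RT with compound in 20mM Tris-HCl pH 8.0, 2mM CaCl2, 2mM beta-mercaptoethanol, 0.05% CHAPS; 25nM Ub-CHOP2 plus 25nM reporter substrate added, fluorescence (Ex485/Em531) read after 60min.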
TSHR antag = blocks TSH signaling through the human TSH receptor; 330,000 tested, 0.2% active; activity change, negative = inhibition, % at 11.5 µM; TSHR-expressing cells, TSH-stimulated cAMP HTRF, 2 h; active compounds read low; P16473;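 active means activity change below a set negative limit, meaning inhibition stronger than a set level, cut at about -70% in these data; inconclusive means activity change between two set negative limits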; further: on the % scale 0 is the no-effect control and ±100 the full control effect
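Inhibition of cAMP made by TSHR-expressing cells under TSH stimulation (4nM final, EC80; 2 h, 37 deg C) is quantified with a one-step lysis HTRF kit, anti-cAMP cryptate versus cAMP-d2.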
Mito fusion yeast = mitochondrial division inhibition or fusion activation | Potency, µM (highest dose often 46.1 µM), without a hit: at the highest dose growth rescue (activation), most hits filed as activators | AID 485298 | S. cerevisiae fusion-defective mutant growth rescue, CellTiterGlo 48 h | 320,000 tested, 0.23% active;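 further: potency means the concentration at half of the fitted maximal effect; % of control where 0% means no effect; nearly all actives have a fitted effect of over 45% in size; temperature-sensitive fusion mutants such as fzo1-1 at 37 °C on non-fermentable ethanol glycerol medium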
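Compounds are tested for their ability to restore growth of mitochondrial fusion-defective yeast strains at non-permissive 37C in YPEG medium over 48 hours. Viability is quantified by luciferase luminescence.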
B2AR arrestin = recruits beta-arrestin to the human beta2-adrenergic receptor; P07550; beta-arrestin recruitment to beta2AR, cell-based reporter; Potency, µM (series often up to 46.1 µM), for the others: at the highest dose activation, hits mostly activators; 330,000 tested, 0.02% active; AID 492947;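 further: potency means the concentration at half of the fitted maximal effect; 0% = DMSO controls and full agonism = EC100 isoproterenol or metaproterenol; nearly all actives have a fitted effect of over 65% in size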
Target sequence (P07550 whole entry, looked up): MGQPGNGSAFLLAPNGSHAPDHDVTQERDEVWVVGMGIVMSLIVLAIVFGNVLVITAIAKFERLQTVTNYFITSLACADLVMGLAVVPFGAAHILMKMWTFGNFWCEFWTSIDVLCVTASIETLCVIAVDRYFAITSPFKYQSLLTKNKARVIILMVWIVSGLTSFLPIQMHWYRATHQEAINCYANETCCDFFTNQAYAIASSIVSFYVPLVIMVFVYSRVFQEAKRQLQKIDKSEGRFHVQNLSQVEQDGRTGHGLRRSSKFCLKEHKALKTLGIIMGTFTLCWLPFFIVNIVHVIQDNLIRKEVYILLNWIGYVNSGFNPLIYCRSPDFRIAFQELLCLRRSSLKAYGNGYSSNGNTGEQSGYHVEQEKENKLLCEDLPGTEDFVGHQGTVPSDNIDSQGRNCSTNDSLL
TCR activator = activators of T cell receptors | primary human leukocytes, anti-CD3, IL-2 HTRF, 48 h | Potency, µM (doses to about 9.22 µM), without a hit: at the highest dose activation of IL-2 secretion, hits mostly activators | 330,000 tested, under 10 active | AID 504894; further: % of control where 0% means no effect
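Human primary leukocytes + a-CD3 beads + cpd, 48 hr; IL-2 in supernatant by HTRF (ex 320nm / em 665nm). No co-stimulatory signal supplied.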
uPA generation = cell surface uPA generation inhibition; cell surface uPA generation assay, qHTS; Potency, µM (highest dose often 38.3 µM), for inactives: top-dose activity change, negative = inhibition, most hits filed as inhibitors; 330,000 tested, 0.31% active; AID 540303; active means well fitted inhibition curve with a large enough effect; inconclusive means small, poorly fitted or top-dose-only effect; inactive means no such curve, though single readings can be large or run the other way; tested in mouse RAW 264.7 cells; further: potency means the concentration at half of the fitted maximal effect; on the % scale 0 is the no-effect control and ±100 the full control effect; nearly all actives have a fitted effect of over 55% in size
PTAP TSG101 blk = blocks PTAP/TSG101 interaction to inhibit HIV-1 budding. 340,000 tested, under 10 active. Q99816. Fluorescence polarization, FITC-PTAP peptide / Tsg101 binding. Potency, µM (top dose mostly 115 µM), without a hit: top-dose activity change, negative = inhibition, hits mostly inhibitors; active means well fitted inhibition curve with a large enough effect in the main read-out, with a control signal flat, not every such curve was filed as active; inconclusive means small, poorly fitted or top-dose-only effect, or effect the other way, or a change in a side signal; inactive means no such curve, though single readings can be large or run the other way; further: potency means the concentration at half of the fitted maximal effect; % of control where 0% means no effect
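Fluorescence polarization binding of Tsg101 binding domain (10 uM final) to FITC-labeled PTAP peptide (50 nM final) in HEPES pH 7.5 buffer with NaCl, Tween 20, EDTA, TCEP. Compounds added before peptide; binding 20 min at RT.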
Chronic BCR inh = blocks chronic active B-cell receptor signaling. 340,000 tested, 0.05% active. Potency, µM (series often up to 46.1 µM), without a hit: top-dose ratio change, negative = lower green/red ratio, actives largely listed as inhibitors. ABC-DLBCL IkBa-CBG/CBR reporter, luminescence ratio, 4 h; active means well fitted inhibition curve with a large enough effect in the signal ratio, with a control signal flat, not every such curve was filed as active; inconclusive means small, poorly fitted or top-dose-only effect, or effect the other way, or a change in a side signal; the % refers to the signal ratio;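 further: potency means the concentration at half of the fitted maximal effect; plate controls were basal doxycycline-induced cells for no effect and cells given 10 µM MG132 for full effect; MG132 reads +100%, hits lower the ratio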
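Doxycycline induced both beetle luciferases in TMD8 lymphoma cells; IKK-driven degradation limits the IkappaBalpha-fused green signal, while red luminescence normalises for cell number and nonspecific effects. Compounds tested up to 46 uM, 4 hrs.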
Eya2 phos inh = blocks the phosphatase activity of human Eya2; AID 488837; 330,000 tested, 0.006% active; O00167; Potency, µM (doses to about 76.9 µM), for the others: top-dose activity, negative = inhibition, hits mostly inhibitors; recombinant Eya2, OMFP fluorescence dephosphorylation (OMFP is methylfluorescein phosphate); further: potency means the concentration at half of the fitted maximal effect; on the % scale 0 is the no-effect control and ±100 the full control effect
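Eya2 (0.2 uM) preincubated 10 min at ambient with compound, then OMFP substrate added at 50 uM; 10 min reaction in 50 mM HEPES pH 7.5, 50 mM NaCl, 5 uM MgCl2, 0.05% BSA, 1 mM DTT. Fluorescence read at Ex 485/Em 525 nm.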
Tb PFK block = inhibitors of T. brucei phosphofructokinase; 330,000 tested, 0.17% active; AID 485367; Potency, µM (top dose mostly 57.5 µM), for the others: at the top dose activity, negative = inhibition, hits mostly inhibitors; O15648; T. brucei PFK, ADP-Glo luminescence;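 further: potency means the concentration at half of the fitted maximal effect; 0% = uninhibited 1x PFK enzyme wells and -100% = no-enzyme wells; nearly all actives have a fitted effect of over 60% in size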
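ADP-Glo luminescence quantified ADP after 45 min at room temperature, with 1.25 nM T. brucei PFK, 0.1 mM ATP and 0.5 mM fructose-6-phosphate in pH 8.0 TEA buffer. qHTS titrations up to 57 µM; curves classified by quality.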
ELG1 repair inh = inhibitors of ELG1-dependent DNA repair in HEK293T cells. HEK293T ELG1-luciferase reporter, luminescence, 16 h; DNA damage induced by 5-fluorouridine. Potency, µM (doses to about 46.1 µM), inactives show at the top dose activity change, negative = inhibition, usual class: inhibitors. 330,000 tested, 2.3% active; further: potency means the concentration at half of the fitted maximal effect; on the % scale 0 is the no-effect control and ±100 the full control effect; nearly all actives have a fitted effect of over 55% in size
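In this reporter screen, reduction of luminescence relative to DMSO vehicle indicated activity. Compounds and 5-fluorouridine were added together to 2,000 cells per well, incubated for 16 hr at 37 °C, then developed with ONE-Glo.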
The depositor's hits bear a star; ? = inconclusive; . = not tested or not shown; [ ] = dose if it differs, or a comment. Unless noted, the call rests on the fitted dose curve; in most records, active means well fitted curve in the direction sought with a large enough effect; inconclusive means small, poorly fitted or top-dose-only effect, or another doubt; inactive means no such curve, though single readings can be large; an effect the other way counts as inactive or inconclusive.

SMILES	USP2a block	TSHR antag	Mito fusion yeast	B2AR arrestin	TCR activator	uPA generation	PTAP TSG101 blk	Chronic BCR inh	Eya2 phos inh	Tb PFK block	ELG1 repair inh
CC1=C/C(=C\c2ccc3c(c2)OCO3)C(=O)S1	3%	4	-4%	0.2%	-2%	0%	-1%	1%	2%	3%	-15%
O=C(O)c1cc(Cl)c2c(c1)OCO2	0%	-8	7%	0.4%	-1%	-3%	-4%	1%	-1%	-1%	1%
COc1ccccc1C(=O)NC(=O)COC(=O)C1CC1C (configuration not stated)	-3%	4	-2%	0.2%	-1%	0%	0%	?	-12%	-1%	21%
COc1cc(C(C)=O)ccc1Oc1ncnc2c1cnn2-c1ccc(F)cc1	6%	1	-7%	0.4%	0%[46.1 µM]	9%	-2%	?	-4%	?	?
COC(=O)CNC(=O)CNC(=O)Nc1ccccc1	1%	-2	-3%	0.0%	-28%	1%	0%	0%	21%	-16%	-2%
O=C(CCn1c(SCC(=O)c2ccccc2)nc2ccccc2c1=O)NCc1ccc(F)cc1	4%	0	1%	-0.9%	0%	0%	-4%	-1%	-1%	4%	0%
Cc1ccc(CNCCC2=CCCCC2)cc1	2%	3	2%	0.4%	-35%	.	-5%	2%	2%	-1%	-2%
Oc1ccc2ccccc2c1C1Nc2cccc3cccc(c23)N1	1%	-1	23%	-0.3%	3%	3%	-3%	-10%	-18%	-14%	-7%
COc1ccc2[nH]c(=O)c(CNc3ccccc3C)cc2c1	0%	0	3%	0.4%	-6%	-1%	-4%	?	5%	-3%	?
COC(=O)c1cc(OC)c(OC)cc1NC(=O)c1c(-c2ccccc2Cl)noc1C	2%	0	5%	0.3%	-6%	.	-4%	-3%	4%	-2%	0%
O=C(Oc1ccccc1C(=O)Nc1ccccc1)c1ccccc1Br	?	55	16µM*	-0.7%	-3%[46.1 µM]	-16%	-6%	?	2%	-3%	?
CCOc1ccc(C(=O)N/N=C/c2cccc3cccnc23)cc1	3%	-4	-1%	-0.2%	-3%	-17%	-5%	?	22%	3%	?
Cc1nc(C(F)(F)F)ccc1C(=O)Nc1ccccc1N1CCOCC1	1%	11	0%	0.5%	-9%	-3%	1%	6%	5%	-8%	-1%
Cc1nc(NC(=O)c2cc(-n3cnnc3)ccc2Cl)ccc1Br	3%	-12	-1%	0.1%	3%[46.1 µM]	-2%	0%	?	5%	-1%	-20%
C=CCOc1ccc(/C=C/C(=O)OCC(=O)NCC2CCCO2)cc1 (configuration not stated)	-1%	-4	2%	-0.1%	0%	-8%	-2%	2%	10%	-5%	?
CC1CN(C(=O)c2c(Br)cnn2C)CC(C)O1 (configuration not stated)	-1%	4	-1%	-0.4%	-7%[46.1 µM]	2%	33%[activator]	-3%	3%	2%	-2%
O=C(NC1CCN(C(=O)Nc2ccccc2Cl)CC1)c1ccccc1	1%	-4	9%	0.2%	-3%	18%	0%	-5%	11%	2%	-8%
c1ccc(Cn2cc(-c3ccccc3)cn2)cc1	-6%	16	6%	0.2%	-1%	-8%	-1%	-8%	0%	?	?
N=C1C(=O)OCC1c1cc(Cl)ccc1NC(=O)Nc1ccccc1 (configuration not stated)	2%	-7	-2%	0.1%	4%[46.1 µM]	5%	-2%	12%	-1%	-5%	-10%
Cc1ccc2nc(C)c(C(=O)N/N=C/c3cccs3)n2c1	1%	4	3%	?	-3%[46.1 µM]	?	-2%	?	-1%	5%	-5%
CCN(CC)c1ccc(NC(=S)NC(=O)Cc2ccccc2)cc1	4%	9	-5%	0.4%	-3%[46.1 µM]	9%	-1%	4%	-2%	0%	9%
CCOc1ccc(N2C(=O)CC(NCCNc3ccc(C(=O)c4cccs4)cc3)C2=O)cc1 (configuration not stated)	3%	5	-1%	-0.3%	0%	3%	3%	1%	2%	-1%	?
O=C1COc2cc(ccc2[N+](=O)[O-])Oc2ccc(cc2Cl)C(=O)CCCCO1	1%	-6	-4%	-0.1%	-6%	20%	-6%	8%	-7%	-2%	0%
O=C(CCN1C(=O)/C(=C/c2ccc(F)cc2)SC1=S)Nc1cccnc1	0%	-18	0%	-0.2%	-3%	9%	-2%	-3%	-2%	0%	-3%
O=C(Nc1ccccc1)Nc1nc(-c2ccc(Cl)cc2)cs1	-1%	-4	-1%	-0.1%	-2%[46.1 µM]	8%	-3%	3%	-3%	-3%	5%
Next section.
SMILES	USP2a block	TSHR antag	Mito fusion yeast	B2AR arrestin	TCR activator	uPA generation	PTAP TSG101 blk	Chronic BCR inh	Eya2 phos inh	Tb PFK block	ELG1 repair inh
CCCOc1ccc(C2c3c(oc4ccccc4c3=O)C(=O)N2CCN(CC)CC)cc1OC (configuration not stated)	-4%	3	0%	0.1%	-1%	9%	0%	-1%	-2%	4%	?
CC1CCN(C(=O)c2cc(Cl)ccc2NC(=O)c2ccco2)CC1	0%	-12	19%	0.2%	-8%	-5%	1%	4%	-18%	-1%	-6%
O=C(CCC(=O)NNC(=O)c1ccc([N+](=O)[O-])cc1)NCc1ccccc1	3%	-1	-3%	-0.5%	-2%	6%	-3%	2%	4%	0%	-15%
O=C(Cc1n[nH]c(=O)c2ccccc12)N/N=C/c1cc2c(cc1Cl)OCO2	3%	5	-2%	-0.2%	0%	-1%	1%	4%	-8%	1%	-1%
CCc1ccc(-c2cc(C(=O)O)c3ccccc3n2)s1	1%	-4	-3%	-0.7%	4%	?	0%	1%	?	0%	?
Cc1ccc(NC(=O)C2CCN(S(C)(=O)=O)CC2)cc1Cl	-1%	-7	0%	-0.2%	-6%	-8%	1%	-5%	3%	2%	?
Cc1ccc2oc(=O)c3cnn(CC(=O)N(Cc4ccco4)C4CCCCC4)c3c2c1	1%	-11	7%	-0.3%	-9%	-7%	-10%	?	0%	-1%	?
Cc1ccc2sc(N(CCCN(C)C)C(=O)c3nc4ccccc4s3)nc2c1C	-2%	9	-3%	-0.3%	-19%	-3%	26%	-12%	4%	-7%	-11%
COc1ccc(C)cc1S(=O)(=O)NCC(c1ccc2c(c1)OCO2)N1CCN(C)CC1 (configuration not stated)	1%	8	0%	0.0%	0%	0%	1%	?	7%	-4%	9%
CCCCN(C)C(=O)c1c[nH]c2ccc(S(=O)(=O)N3CCOCC3)cc2c1=O	-4%	1	0%	-0.7%	0%[46.1 µM]	-1%	1%	-7%	-17%	0%	4%
CCCCn1c(SCC(N)=O)nnc1-c1cc(OC)c(OC)c(OC)c1	2%	7	0%	0.0%	.	.	.	-7%	5%	2%	?
CCCCN(CC)C(=O)Cc1c(C(=O)O)[nH]c2ccc(Cl)cc12	-1%	-5	1%	-1.1%	1%	-5%	-10%	6%	16%	-4%	-1%
CCn1c(SCC(=O)NCCOc2ccccc2)nc2ccccc2c1=O	1%	3	14%	-0.1%	3%	1%	-5%	5%	-31%	-2%	-22%
CC1(C)CC(NC(=O)c2cc(S(=O)(=O)N3CCCCC3)ccc2Cl)CC(C)(C)N1	1%	6	0%	-0.3%	.	-4%	2%	?	3%	0%	?
CN(C)C(=O)c1ccc(NC(=O)CN2CCc3cc4c(cc3C2)OCCCO4)cc1	1%	14	-1%	0.2%	7%	-3%	2%	6%	0%	-1%	-8%
COc1ccc2oc(=O)c(NC(=O)C3CCCCC3)cc2c1	0%	-5	0%	-0.4%	-8%	.	-7%	-4%	-12%	1%	?
Cc1ccc(C(=O)NNC(=O)CCC(=O)NCc2ccccc2)cc1Br	2%	-7	2%	-0.2%	-2%	-2%	-3%	2%	1%	2%	10%
CCOc1ccccc1N(CC(=O)Nc1ccc(OC)cc1)S(=O)(=O)c1ccccc1	1%	10	-2%	-0.1%	2%	32%[activator]	-3%	?	4%	1%	-21%
COc1ccc(CNC(=O)c2nnn(CC(=O)Nc3cc(C)cc(C)c3)c2N)cc1	1%	5	8%	0.4%	-14%	-5%	-4%	-6%	5%	-3%	?
CCOC(CCNC(=O)c1cn(-c2cccc(C)n2)cn1)OCC	4%	-5	-1%	-0.9%	6%	0%	-3%	?	?	2%	?
Cc1ccc(CN(Cc2ccccc2)C(=S)Nc2ccccc2C)o1	4%	-10	10%	-0.8%	3%	-7%	2%	20%	-3%	-1%	9%
CCOc1ccc(OCCCCN(C)C)cc1	0%	7	-3%	-0.1%	4%	-1%	-1%	0%	16%	1%	5%
CC(C)(C)NCC(O)COc1ccccc1C(C)(C)C (configuration not stated)	1%	-10	-5%	0.0%	2%	1%	-5%	?	2%	-1%	-4%
OCCN(CC#CC(O)(c1ccccc1)c1ccccc1)CCO	-1%	1	-3%	0.1%	3%	-1%	0%	0%	6%	14%	-2%
Cc1ccc(S(=O)(=O)Nc2ccc(C(=O)NCc3ccncc3)cc2)cc1	0%	3	1%	-1.0%	7%	-1%	1%	0%	2%	-6%	-4%

Screening data deposited in PubChem by National Center for Advancing Translational Sciences (NCATS).
